TbREL1 primary – TbREL1 RNA ligase inhibitors, primary screen, biochemical, FRET fluorescence | RNA-editing ligase 1, mitochondrial (Trypanosoma brucei brucei), P86926 | TbREL1 RNA ligation | inhibition, % at 9.66 µM | hit rate 0.49% among 89,000 | AID 1117264, 2014;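 active = inhibition above the mean inhibition across all screened compounds plus 3 SD, cut at about 11% in these data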;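 also: 0% = plate median of test wells and 100% = NSC42067 control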
Target sequence (P86926 whole entry, looked up): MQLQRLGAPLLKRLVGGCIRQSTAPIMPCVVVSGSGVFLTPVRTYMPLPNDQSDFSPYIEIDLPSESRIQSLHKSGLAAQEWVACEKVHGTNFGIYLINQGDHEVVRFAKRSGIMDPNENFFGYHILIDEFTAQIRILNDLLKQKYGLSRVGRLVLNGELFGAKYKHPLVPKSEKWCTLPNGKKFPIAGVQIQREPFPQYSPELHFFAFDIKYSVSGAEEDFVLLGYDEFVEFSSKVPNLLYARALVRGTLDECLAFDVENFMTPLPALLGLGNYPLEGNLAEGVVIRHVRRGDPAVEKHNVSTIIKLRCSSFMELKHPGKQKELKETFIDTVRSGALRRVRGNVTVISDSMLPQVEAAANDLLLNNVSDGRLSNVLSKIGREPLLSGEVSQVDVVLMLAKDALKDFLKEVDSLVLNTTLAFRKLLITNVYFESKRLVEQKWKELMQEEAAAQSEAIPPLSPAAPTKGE
* marks the source's active call; other numbers are inactive results. An excerpt. The share of hits here may be higher or lower than overall.

TbREL1 primary,structure
2.4,CCCCC(Sc1nc(N)c(NC(=O)c2ccco2)c(=O)[nH]1)C(=O)O (stereo not drawn)
1.5,O=C(Nc1cc(-c2ccccc2)nn1-c1c(Cl)cccc1Cl)c1ccc(F)cc1
6.6,Cc1onc(-c2c(Cl)cccc2Cl)c1C(=O)NCCc1ccc(S(N)(=O)=O)cc1
-1.5,O=C(CSc1ncnc2nc[nH]c12)Nc1ccc(Br)cc1Cl
3.4,CN1CCN(C(=O)/C=C\c2ccc(Cl)cc2)CC1
-0.5,CC(=O)N1CCN(C(=O)COC(=O)c2oc3ccccc3c2C)CC1
1.8,N#CCCn1cc(C(=O)Nc2ccc(C(=O)O)cc2)c(-c2cccc(Br)c2)n1
-0.3,COc1ccccc1CCNC(=O)C(=O)Nc1cc2c3c(c1)CC(=O)N3CCC2
-0.7,CCC(=C(c1ccc(OC)cc1)c1ccc(OC)cc1)c1cn(CC(O)CN(CCO)CCO)c2ccccc12 (stereo not drawn)
-5.9,CCCNC(=S)Nc1ccc(Oc2ccccc2)cc1
-2.0,CN1CCN(c2ccc(CNC(=O)C3Cc4c(-c5cccc(F)c5)ccnc4O3)cc2)CC1 (stereo not drawn)
-0.6,CC(=O)c1cccc(OCC(O)CNCC2COc3ccccc3O2)c1 (stereo not drawn)
-3.7,CC1C(=O)N(Cc2cn(CC3CCCCC3)nn2)CCS(=O)(=O)N1Cc1ccc(-c2cccc(N(C)C)c2)cc1 (stereo not drawn)
3.8,O=C(NCc1ccc2c(c1)OCO2)C1CCC(CNS(=O)(=O)c2cccc3nsnc23)CC1 (stereo not drawn)
-0.3,COc1ccccc1CNC(=O)Cn1nc(C(F)(F)F)cc1C
-2.8,CCc1nc2ccc(C(=O)Nc3cccc(OCC(=O)N(C)C)c3)cn2c1N(CC)CCOC
1.0,CCOC(=O)c1ccc(NC(=O)c2nc[nH]c2C(=O)N[C@@H](CCCCNC(=O)OC(C)(C)C)C(=O)OC(C)(C)C)cc1
0.2,O=C1CC2(CCCCCC2)Oc2ccc(Cl)cc21
-0.6,CCCCN=C1SC(C(=O)Nc2sc3c(c2C(=O)OC)CCC3)C(N)=C1C(=O)N1CCOCC1 (stereo not drawn)
-4.2,Nc1nc2cc3c(cc2cc1C(=O)NCc1cccnc1)OCO3
2.0,CC1=Nn2c(nnc2-c2n[nH]c3c2CCC3)SC1
-1.1,Cc1ccc(-n2c(SCC(=O)Nc3ccccc3-c3ccccc3)nnc2-c2ccccc2)cc1
-0.2,COc1cc(/C=N/NC(=O)c2sc3ccccc3c2Cl)ccc1OC(=O)c1ccc([N+](=O)[O-])cc1
0.8,Cc1cccc(-n2cnc3c(c2=O)c2nc4ccccc4nc2n3Cc2ccco2)c1
-1.9,COc1ccc(C(=O)/C=C2\NCC3c4ccccc4CCN3C2=O)cc1 (stereo not drawn)
3.2,CCOc1ccc2ccccc2c1C(=O)N1CCOCC1
4.0,Cc1cc(C)n2nc(C(=O)OCC(=O)N3CCC3)nc2n1
2.1,O=C(Nc1nc(-c2ccccc2)cs1)NC1CCCCC1
3.1,O=S1(=O)c2c(cccc2N2CC[C@@H](O)C2)OCCCN1C1CC1
-1.5,CCOC(=O)c1ccc(NC(=O)CCNC(=O)c2ccc([N+](=O)[O-])cc2)cc1
1.0,CCOC(=O)c1sc(N)c(C(=O)OCC)c1C
1.4,Cc1cc(Br)cn2c(Cc3ccccc3C(F)(F)F)c(-c3ccccc3)nc12
3.8,CC(=O)c1ccc(S(=O)(=O)NCC2(N3CCOCC3)CCCCC2)cc1
-2.3,Nc1nc(-c2ccccc2)cc(-c2ccccc2O)n1
-1.8,COCCN(C(=O)COC(=O)CCS(=O)(=O)c1ccccc1)c1c(N)n(Cc2ccccc2)c(=O)[nH]c1=O
0.5,CCOC(=O)C1CCN(C(=O)c2cc(C)n(C(C)(C)C)n2)CC1
-2.8,CCOC(=O)c1c(C)c(C(=O)Nc2ccc3c(c2)OCCO3)c(C)n1C
4.5,Cc1cc(C)c2cc(C)c3nnc(SCC(=O)NCc4ccc5c(c4)OCO5)n3c2c1
-1.1,CCCCNC(=O)C1(C)CCN1C(=O)c1ccc2sccc2c1 (stereo not drawn)
2.6,CCCCNC(=O)CSc1nnc(Cc2ccc(Cl)c(Cl)c2)c(=O)[nH]1
-1.5,CC(C)[C@H](NC(=O)c1ccc(Cl)cc1Cl)C(=O)N1CCC[C@H]1C(=O)NCc1ccccc1
-3.1,O=C(OC(C(=O)NCc1ccc2c(c1)OCO2)c1ccncc1)c1ccc(Cl)nc1 (stereo not drawn)
1.1,COCCCNC(=O)c1c(N)n(/N=C/c2cccnc2)c2nc3ccccc3nc12
-1.7,CC1CCC/C(=C\Nc2ccc(O)cc2)C1=O (stereo not drawn)
4.3,Cc1ccc(Cc2cnc(NC(=O)c3cccs3)s2)cc1
3.9,COc1cc(C)nc(N(C)C(C)=O)n1
1.1,COc1ccc(S(=O)(=O)N2CCc3ccccc32)cc1C(=O)O
-0.5,COCCn1c(SCc2ccc(OC)c(F)c2)nc2ccccc2c1=O
1.9,CS(=O)(=O)N1CCN(c2ccc(NC(=O)CSc3ccc(Cl)cc3)cc2)CC1
1.3,CCCCC1=CC2=CC(=O)C(C)(OC(=O)C3CCCC3)C(=O)C2=CO1 (stereo not drawn)
0.0,NS(=O)(=O)c1ccc(NC(=O)CSc2nc3ccccc3c(=O)n2-c2ccc(Br)cc2)cc1
-0.7,CCCn1c(SCC(=O)NCCc2ccccc2)nnc1-c1cccnc1
1.7,O=C(CCC(=O)c1cccs1)NNC(=O)c1ccc(Cl)cc1
1.1,C[C@H](NC(=O)c1ccccc1Cl)C(=O)OC(C(=O)Nc1cc(C(F)(F)F)ccc1Cl)c1ccccc1 (stereo partly drawn)
-1.5,CCC1(c2ccccc2)NC(=O)N(CC(=O)N(C)Cc2c(F)cccc2Cl)C1=O (stereo not drawn)
0.4,O=C(NCCO)C1CCN(S(=O)(=O)c2ccc(F)cc2)CC1
-3.1,COc1ccc(N2C(=O)CC(S/C(N)=N/N=C(\C)c3cccs3)C2=O)cc1 (stereo not drawn)
0.9,O=C(N1CCCCCC1)N1CCN(C(=O)N2CCOCC2)CC1
3.8,O=C1OC(NC(=O)c2ccccc2)C(n2cc(CO)nn2)=C1Cl (stereo not drawn)
4.9,O=C(c1ccc(=O)[nH]n1)N1CCN(S(=O)(=O)c2ccccc2F)CC1

Of the compounds above, four have bromine:
TbREL1 primary,structure
-1.5,O=C(CSc1ncnc2nc[nH]c12)Nc1ccc(Br)cc1Cl
1.8,N#CCCn1cc(C(=O)Nc2ccc(C(=O)O)cc2)c(-c2cccc(Br)c2)n1
1.4,Cc1cc(Br)cn2c(Cc3ccccc3C(F)(F)F)c(-c3ccccc3)nc12
0.0,NS(=O)(=O)c1ccc(NC(=O)CSc2nc3ccccc3c(=O)n2-c2ccc(Br)cc2)cc1

(cont.)
TbREL1 primary,structure
-1.8,Cc1ccc(C(=O)C2=C(O)C(=O)N(Cc3cccnc3)C2c2cccc(Oc3ccccc3)c2)o1 (stereo not drawn)
1.7,COc1ccc(C2C(C(=O)Nc3cccc(C)n3)c3ccccc3C(=O)N2C)cc1 (stereo not drawn)
-3.8,COC(=O)[C@]12CCCCC=C1N(Cc1ccco1)C(=O)[C@H](CC(=O)NCCCN1CCCC1=O)C2
-1.7,COc1ccc(NC(=O)CSCC(=O)N(C)Cc2c(F)cccc2Cl)cc1
-2.4,O=C(Nc1ccc2c(c1)[C@@H]1C[C@@H](CC(=O)N3CCOCC3)O[C@@H](CO)[C@@H]1O2)NC1CCCC1
-1.0,O=C(/C=C/c1ccccc1)Nn1cnnc1
-1.5,Cc1ccc(S(=O)(=O)CCC(=O)NCCC2=CCCCC2)cc1
-2.6,Cc1nc2ncnn2c(C)c1CCC(=O)NC(C)CCc1ccco1 (stereo not drawn)
-2.3,CN1CCCN(C(=O)CN2C(=O)CC(C)(C)S(=O)(=O)c3ccccc32)CC1
13.5*,C=CCN=C1NC(c2ccc(F)cc2)C(C(=O)OC)=C(C)N1Cc1ccccc1C(F)(F)F (stereo not drawn)
0.6,CCN(CC)CCOC(=O)c1ccc(NC(=O)CCNC(=O)Cn2ccc3ccccc3c2=O)cc1
4.0,O=C(Cn1nc([N+](=O)[O-])nc1Br)NC1CCCCC1
-2.5,CCc1ccc(N/C(SCc2ccccc2C)=C(/C#N)C(=O)NCc2ccco2)cc1
-1.3,Cc1cccc(Cn2c(=O)n(Cc3ccco3)c(=O)c3ccccc32)c1
3.9,NNC(=O)c1csc(Cc2c(Cl)sc3ccc(Cl)cc23)n1
-1.3,O=C(CSc1nc2ccccc2c(=O)n1Cc1ccco1)c1ccc(F)cc1
-3.6,C=CCn1c(CSc2nc3ccccc3s2)n[nH]c1=S
-0.2,Cc1ccc(S(=O)(=O)N(c2nc(NC(C)C)nc(NC(C)C)n2)n2cnnc2)cc1
4.1,COc1cccc(NC(=O)Nc2cccnc2)c1
-0.6,CCOC(=O)c1cc(NC(=O)c2ccccc2)c(=O)n2c1oc1ccccc12
1.0,C=C1CCN([C@H](C(=O)NCc2ccc(Cl)c(Cl)c2)C(C)C)S(=O)(=O)c2ccccc21
-0.6,CN(C(=O)c1c[nH]c(=O)cc1C(F)(F)F)c1ccc(Cl)cc1
0.6,COc1ccc(-c2cc(C(F)(F)F)nc(S(C)(=O)=O)n2)cc1
-2.8,CCN(C(=O)COC(=O)c1c(NC(C)=O)sc(C)c1C)c1c(N)n(Cc2ccccc2)c(=O)[nH]c1=O
-2.7,CCN(CC(=O)NCc1cccs1)CC(=O)Nc1c(Cl)ccc(C)c1Cl
-0.8,COc1ccc(NC(=O)Nc2nnc(Cc3ccc(OC)c(OC)c3)s2)cc1
0.7,COc1ccc2cc(S(=O)(=O)c3ccccc3)c(=O)oc2c1
2.4,O=C(CCCC(=O)OCC(Cl)=C(Cl)Cl)Nc1cccc2ccccc12
3.2,COc1ccc(C(=O)COc2ccc(F)cc2)c(O)c1
-2.0,O=Cc1sc(Nc2ccccc2)nc1Cl

Sorted by length of the SMILES (low to high): part of the list above.
TbREL1 primary,structure
-2.0,O=Cc1sc(Nc2ccccc2)nc1Cl
2.4,O=C(CCCC(=O)OCC(Cl)=C(Cl)Cl)Nc1cccc2ccccc12
-1.3,O=C(CSc1nc2ccccc2c(=O)n1Cc1ccco1)c1ccc(F)cc1
-0.6,CCOC(=O)c1cc(NC(=O)c2ccccc2)c(=O)n2c1oc1ccccc12
-2.8,CCN(C(=O)COC(=O)c1c(NC(C)=O)sc(C)c1C)c1c(N)n(Cc2ccccc2)c(=O)[nH]c1=O

Additional entries.
TbREL1 primary,structure
-4.6,CSc1cccc(NC(=O)C2CCCN(S(=O)(=O)c3ccc(F)cc3)C2)c1 (stereo not drawn)
6.1,Cc1ccc(N2NC(=O)/C(=C/c3ccc(-c4ccc(Cl)c(C(=O)O)c4)o3)C2=O)cc1C
1.4,CCOC(=O)c1[nH]nc2c1C(=O)N(CC)C2=O
0.2,O=C(NCCCN1CCOCC1)c1sc2cc(Cl)ccc2c1Cl
-1.8,O=C(CSc1nnc(COc2ccccc2)o1)NCCc1ccccc1
5.0,O=C(NCCN1C(=O)C2C3C=CC(C3)C2C1=O)Nc1ccccn1 (stereo not drawn)
5.1,Cc1ccc(S(=O)(=O)N2CCN(C(=O)C(C)Cn3nc(C)c(C)c3C)CC2)cc1 (stereo not drawn)
-3.0,N#Cc1ccc(NC(=O)COC(=O)C2Cc3ccccc3CN2C(=O)c2ccccc2)cc1 (stereo not drawn)
-2.1,O=C(CN1CCC(n2nnc3cc(F)ccc32)CC1)Nc1ccc2c(c1)CCC2
-1.4,Cc1cccc2cc(C3CC(c4ccco4)=NN3S(=O)(=O)c3ccccc3)c(Cl)nc12 (stereo not drawn)
-2.8,Clc1ccc2scc(CN3CCCC3)c2c1
-0.9,CNS(=O)(=O)c1ccc(CNC[C@H]2O[C@@H](n3ccc(N)nc3=O)[C@H](O)[C@@H]2O)cc1
-3.1,CCN(CC)C(=O)CN(c1cccc(Br)c1)S(C)(=O)=O
-3.9,CCOC(=O)C1(C)CCCN(C(=O)c2ccc(-c3ccccc3)cc2)C1 (stereo not drawn)
0.6,O=C(N/N=C/c1ccc(O)cc1)c1cccc(C(F)(F)F)c1

Sorted by value in TbREL1 primary (ascending): 3 from the list above.
TbREL1 primary,structure
-3.9,CCOC(=O)C1(C)CCCN(C(=O)c2ccc(-c3ccccc3)cc2)C1 (stereo not drawn)
-3.1,CCN(CC)C(=O)CN(c1cccc(Br)c1)S(C)(=O)=O
0.2,O=C(NCCCN1CCOCC1)c1sc2cc(Cl)ccc2c1Cl

Later entries:
TbREL1 primary,structure
2.6,O=C(CSCc1cnn(-c2ccccc2)c1-n1cccc1)NCc1ccccn1
1.3,O=C(NCc1cccs1)C1CCN(S(=O)(=O)c2ccccc2[N+](=O)[O-])CC1
-1.4,Cc1nn(Cc2ccccc2)c(Cl)c1C(=O)NC(C)(C)C
-1.7,Cc1ccc(S(=O)(=O)N2CCOCC2)cc1C(=O)Nc1ccc(S(=O)(=O)Nc2nccs2)cc1
-4.3,COc1cccc2c1OCC(CN1CCN(C3CCCCC3)C(CCO)C1)=C2 (stereo not drawn)
-3.0,CCOC(=O)/C=c1\s/c(=C\c2ccccc2OC)c(=O)n1CC(=O)N1CCOCC1
4.5,CCOc1ccccc1NC(=O)Cn1cnc2c(cnn2-c2ccc(C)c(C)c2)c1=O
0.3,CC1=CC(=C2C(=O)c3ccccc3C2=O)C=C(C)O1
1.4,O=C(NN1S(=O)(=O)c2ccccc2S1(=O)=O)c1ccc(Br)cc1
-1.5,COc1ccc(S(=O)(=O)N(CC(=O)Nc2ccc(S(=O)(=O)N3CCOCC3)cc2)Cc2ccc(F)cc2)cc1
-2.8,COC(=O)CS(=O)(=O)c1ccc2c(c1)CC(=O)N2
0.8,COc1cc(C(=O)n2nc(C)cc2C)ccc1O
-1.3,O=S1(=O)N=C2CCCCCN2C(c2ccncc2)N1 (stereo not drawn)
-1.4,O=C(Cn1nnc(-c2cccs2)n1)NCCc1ccccc1
-0.4,CC(=O)O[C@H](COc1c2ccoc2cc2oc(=O)ccc12)C(C)(C)O
-2.0,COc1ccc(OCC(=O)NNC(=O)C2CCN(c3ncnc4sc(C)c(C)c34)CC2)cc1
